FBW7 act: human FBW7 E3 ligase activation, primary screen. Q969H0. AlphaScreen FBW7–phospho-cyclin E peptide binding, activator screen. normalized activity (activation), % at 26.1 µM. 650,000 compounds, 0.13% hits. AID 1259310; in the data active means normalized activity above about 1.9%;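 further: purified mutant Fbw7 with reduced substrate affinity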
Target sequence (Q969H0 whole entry, looked up): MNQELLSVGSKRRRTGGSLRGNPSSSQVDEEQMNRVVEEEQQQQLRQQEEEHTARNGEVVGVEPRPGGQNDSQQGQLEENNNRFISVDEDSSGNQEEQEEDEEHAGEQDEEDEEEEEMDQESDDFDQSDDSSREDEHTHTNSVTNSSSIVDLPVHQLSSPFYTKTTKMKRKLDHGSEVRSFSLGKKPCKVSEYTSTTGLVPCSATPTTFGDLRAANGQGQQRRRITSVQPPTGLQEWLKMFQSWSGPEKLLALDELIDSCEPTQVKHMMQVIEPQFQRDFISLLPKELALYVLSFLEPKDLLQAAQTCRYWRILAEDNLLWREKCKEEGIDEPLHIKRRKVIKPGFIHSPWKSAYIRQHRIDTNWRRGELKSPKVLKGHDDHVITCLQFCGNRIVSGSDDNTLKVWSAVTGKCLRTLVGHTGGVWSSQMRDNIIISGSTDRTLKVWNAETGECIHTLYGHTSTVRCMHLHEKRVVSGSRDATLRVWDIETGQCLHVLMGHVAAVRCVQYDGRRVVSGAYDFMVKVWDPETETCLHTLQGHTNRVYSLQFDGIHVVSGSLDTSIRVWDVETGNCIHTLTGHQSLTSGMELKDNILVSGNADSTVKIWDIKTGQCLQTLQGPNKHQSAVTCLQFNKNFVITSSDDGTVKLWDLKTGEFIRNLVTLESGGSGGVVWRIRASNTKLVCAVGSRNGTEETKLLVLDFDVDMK
TEAD-YAP inh: TEAD-YAP interaction inhibition; HEK-TIYL cells, TEAD-Gal4/YAP UAS-luciferase luminescence; inhibition, % at 9.12 µM; 640,000 compounds, 1.4% hits; AID 1259422; in the data active means inhibition above about 32%;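 further: 0% = median of test compound wells and 100% = reference inhibitor wells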
MITF inh: blocks human microphthalmia-associated transcription factor; inhibition, % at 2.6 µM; 650,000 compounds, 0.91% hits; O75030; AlphaScreen MITF homodimerization, bead proximity signal; in the data active means inhibition above about 50%;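 further: 0% = vehicle wells with protein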
GPR151 ag: human GPR151 activation; 650,000 compounds, 1% hits; PathHunter beta-arrestin GPR151 cells, luminescence; Q8TDV0; activation, % at 11.2 µM; AID 1508602; in the data active means activation above about 4.9%;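 further: 0% = median of compound wells and 100% = cells with positive control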
An asterisk follows results filed as active; · = not tested or not shown.

SMILES	FBW7 act	TEAD-YAP inh	MITF inh	GPR151 ag
O=C(O)CCOc1ccc2c(c1)OCCO2	0.1	4.9	13.3	0.8
COc1cc(OC)cc(C(=O)N/C(=N\c2nc(C)cc(C)n2)Nc2ccccc2F)c1	0.1	5.2	11.2	-1.2
CC(=O)c1c(Nc2nc(C)cc(C)n2)[nH]c(-c2ccccc2)nc1=S	-0.1	4.5	-3.4	0.9
COc1cc(NC(=O)C2CCCN(S(=O)(=O)c3cnc[nH]3)C2)cc(OC)c1 (stereo not drawn)	0.2	4.8	5.0	-0.5
O=C(COc1ccccc1)Nc1cccc(Oc2ccc3c(c2)C(=O)NC3=O)c1	0.1	-1.0	-0.3	-1.3
C=CCN1C(=O)CC(C(=O)Nc2ccc(Cl)cc2)SC1=Nc1ccc(C(=O)OCC)cc1 (stereo not drawn)	0.0	4.6	14.5	-0.4
CC(=O)C12c3ccccc3C(c3ccccc31)C1C(=O)N(c3ccccc3[N+](=O)[O-])C(=O)C12 (stereo not drawn)	-0.1	-1.8	3.8	-0.9
COc1ccccc1N=C1SC(CC(=O)Nc2ccc(C(=O)O)cc2)C(=O)N1C (stereo not drawn)	-0.1	9.8	1.0	0.4
CCSc1ccccc1C(=O)N1CCC2(CC1)CC(=O)c1ccccc1O2	-0.1	-11.5	-0.7	0.8
CC(OC(=O)COc1ccc(-c2ccccc2)cc1)C(N)=O (stereo not drawn)	0.1	-9.4	4.5	-3.2
CCCCCCCCCCCCCCCC[N+](C)(C)CCN(Cc1ccc(OC)cc1)c1ncccn1	0.0	·	-1.2	3.1
O=C(NC(Cc1ccccc1)C(=O)N1CCCC1C(=O)O)OCc1ccccc1 (stereo not drawn)	0.4	2.8	11.5	-0.1
COc1ccc(Br)cc1CN1CCN(S(=O)(=O)c2ccc(F)cc2)CC1	0.0	9.3	58.9*	-1.3
C[C@@H]1NC(=O)[C@@H]2C[C@H](NCc3sc4ccccc4c3Cl)CN2C1=O	0.5	0.4	27.2	0.1
Cn1c2ccccc2c(=O)c2c(=O)n(CCc3ccccc3)c(-c3ccco3)nc21	-0.2	-1.8	-11.7	9.4*
CCc1ccc(-n2c(C)c(C)n3c4c(=O)n(CC)c(=O)n(C)c4nc23)cc1	0.1	7.7	8.5	5.9*
O=C(Nc1cccc(Br)c1)C1CC(=O)N(Cc2ccc(Cl)cc2)C(=Nc2ccccc2)S1 (stereo not drawn)	-0.1	-5.0	20.5	0.2
Cc1ccc(Nc2nc(-c3ccccc3F)nc3ccccc23)c(Br)c1	-0.1	-14.2	0.1	-2.1
O=C(c1cc2nc(-c3cccs3)cc(C(F)(F)F)n2n1)N1CCCCCC1	0.6	9.5	-7.0	1.0
O=C(O)C1CCCCC1C(=O)Nc1ccc2c(c1)CCC2 (stereo not drawn)	-0.3	-4.4	6.7	0.7
CCOc1ccc(S(=O)(=O)Nc2cc3c(C(=O)OC(C)C)c(C)oc3c3ccccc23)cc1	0.6	-14.1	16.9	0.7
Clc1cccc(-c2cnc3ccc(NC4CCOCC4)nn23)c1	0.0	33.6*	-10.5	0.0
CCOc1cc(/C=C2/C(=N)N3N=C(C(C)C)SC3=NC2=O)cc(Br)c1OCc1ccc(F)cc1	0.1	-4.1	-1.4	-0.4
COc1cccc(O)c1CN1CCN(C2CCCC2)C(CCO)C1 (stereo not drawn)	-0.1	7.3	1.0	0.6
Cc1sc2c(c1C)c(=O)n(Cc1ccccc1)c(=O)n2CC(=O)Nc1ccccc1F	0.0	1.8	9.4	0.3

Individual results from the entries so far.
CCCCCCCCCCCCCCCC[N+](C)(C)CCN(Cc1ccc(OC)cc1)c1ncccn1 – MITF inh: -1.2
COc1cccc(O)c1CN1CCN(C2CCCC2)C(CCO)C1 (stereo not drawn) – FBW7 act: -0.1
CCSc1ccccc1C(=O)N1CCC2(CC1)CC(=O)c1ccccc1O2 – MITF inh: -0.7

More compounds
SMILES	FBW7 act	TEAD-YAP inh	MITF inh	GPR151 ag
Cc1ncc2c(c1CNC(=O)CSc1ccccc1)CCN(C(=O)CC1=CCCCC1)C2	0.1	1.5	13.3	-1.1
CCN(CC)Cc1c(C(=O)N=Nc2c(O)[nH]c3ccccc23)nnn1-c1nonc1N	0.0	5.2	6.9	3.0
O=C(Nc1ccc2oc(-c3ccc(F)cc3Cl)nc2c1)c1ccc(F)cc1	0.0	-1.7	8.8	-0.8
Cc1cc2c(c(=O)o1)C(c1ccc(Br)cc1)C(C#N)=C(N)O2 (stereo not drawn)	0.5	7.8	8.5	2.5
CC(=O)Nc1ccc(NC(=O)CSc2nccn2-c2cc(C)ccc2C)cc1	0.3	24.8	1.9	-1.3
Cc1cnc(-c2c(C)noc2C)nc1NC1CCN(Cc2ccccc2)CC1	0.3	5.9	11.8	1.1
O=c1oc2ccccc2cc1-c1nnc(-c2ccccc2)o1	0.0	-51.9	7.8	-1.4
C=CCn1c2cc(C)sc2c2cnn(Cc3cccnc3)c(=O)c21	0.0	2.6	6.5	0.3
CC(CCc1ccccc1)NC(=O)CSc1cc(=O)n(C)c2ccccc12 (stereo not drawn)	0.0	7.7	6.2	0.1
COCC(=O)N/N=C(\C)CC(=O)Nc1cc(OC)c(Cl)cc1OC	-0.1	0.9	7.8	3.0
COc1cccc(-c2cc(C(=O)Nc3sc4c(c3C(N)=O)CCC(C)C4)no2)c1 (stereo not drawn)	-0.1	3.5	-11.1	1.2
COc1ccc(C2SCCN2S(=O)(=O)c2ccccc2)cc1 (stereo not drawn)	0.2	-5.5	10.6	0.1
CC(Oc1ccc(Oc2ccccc2)cc1)C(N)=O (stereo not drawn)	-0.2	-8.2	-2.8	0.3
N#C/C(C(=O)NN1C(=O)CCC1=O)=C(/O)c1ccc([N+](=O)[O-])cc1	-0.1	2.6	7.5	0.3
COC(=O)c1c(-c2cc(C)ccc2C)csc1N	0.6	-1.8	22.3	-2.1
Cc1cc(=O)n2nc(N3CCCC3C(=O)NCc3cccc(Cl)c3)sc2n1 (stereo not drawn)	-0.1	-10.5	-5.7	-0.6
COc1ccc(Cc2nnc(NC(=O)C(C)(C)C)s2)cc1OC	0.1	-0.4	-5.9	2.0
O=C(CN1C(=O)C2CC/C(=N/O)CC2C1=O)N1CCCC1 (stereo not drawn)	0.8	1.8	-7.0	0.1
CC(=O)Nc1ccc(S(=O)(=O)N2CCN(c3ccc([N+](=O)[O-])c(-n4nc(C)cc4C)c3)CC2)cc1	0.3	5.3	10.2	2.6
COc1ccc(O)c(C(=O)c2cc(C#N)c(=O)n(-c3nccs3)c2)c1	-0.3	5.3	-0.8	1.2
Cc1nc2ccccc2c2nn(CC(=O)N3CCCC4CCCCC43)c(=O)n12 (stereo not drawn)	0.2	1.3	11.1	0.3
COc1ccccc1NC(=O)Cn1cnc2c(nnn2Cc2ccc(F)cc2)c1=O	0.1	-10.8	15.4	0.4
COC(=O)C1CCCN(C(=O)C2CCCN2S(=O)(=O)c2cccc3nsnc23)C1 (stereo not drawn)	0.0	3.8	-6.0	0.3
Cc1ccc(CN2CCN(CC(=O)NCCN(CC(C)C)CC(C)C)C2=O)cc1	0.0	2.7	-11.1	0.3
COc1ccc(C(NC(=O)Cc2ccccc2)NC(=O)Cc2ccccc2)cc1	-0.1	1.2	-19.5	-2.3

The last 2 entries of the part above open the next one.
SMILES	FBW7 act	TEAD-YAP inh	MITF inh	GPR151 ag
Cc1ccc(CN2CCN(CC(=O)NCCN(CC(C)C)CC(C)C)C2=O)cc1	0.0	2.7	-11.1	0.3
COc1ccc(C(NC(=O)Cc2ccccc2)NC(=O)Cc2ccccc2)cc1	-0.1	1.2	-19.5	-2.3
Cn1c(=O)c(=O)n(C)c2cc(S(=O)(=O)N3CCCCCC3)ccc21	0.0	-4.8	-11.8	1.2
CC(C)c1cc(NNC(N)=O)cc(C(C)C)c1O	-0.1	10.8	4.4	-0.3
O=C(Nc1ccc(C(F)(F)F)cc1Br)c1ccco1	0.1	-10.3	6.1	-0.2
Cc1cc(=O)oc2cc(OCC(=O)NCCO)ccc12	0.0	11.7	8.5	1.0
O=S(=O)(c1ccc(-c2csc(=Nc3cccc(C(F)(F)F)c3)n2CCO)cc1)N1CCCC1	-0.2	16.6	24.3	0.3
CCCCCCC(=O)Oc1ccc(N2C(=O)CCC2=O)cc1	0.0	0.7	-4.4	0.6
CCOC(=O)c1cnn(-c2ccccc2Cl)c1N	-0.1	-8.5	1.3	1.0
COc1cc(/C=C2/SC(N3CCCCCC3)=NC2=O)cc(OC)c1OC	0.3	-0.4	5.7	0.1
O=C1C(c2ccc(F)cc2)N(C2CCCC2)C(=O)CN1C1CCCCC1 (stereo not drawn)	-0.1	-5.7	-4.9	-0.3
Cc1c(C(=O)N2CCOCC2)sc(NC(=O)COc2ccc(Cl)cc2)c1C#N	0.1	-0.3	-8.6	0.4
CC1CN(C(=O)/C(=C\c2ccccc2)c2ccccc2)CC(C)O1 (stereo not drawn)	0.4	-1.4	12.3	1.6
CCCn1c(=O)c2c(nc3n(-c4cccc(Cl)c4C)c(C)cn23)n(C)c1=O	0.1	4.6	5.1	0.9
COc1ccc(C2CC(=O)C3=C(C2)NC(C)=C(C(=O)OCCOc2ccccc2)C3c2ccc(O)c(OC)c2)cc1 (stereo not drawn)	0.0	9.5	16.3	2.1
N#Cc1sc2nc(C3CC3)cc(-c3ccc(F)cc3)c2c1N	1.1	-3.1	-8.7	0.9
CN1CCN(CCCOc2cccc(C(C)(C)C)c2)CC1	0.0	-6.8	10.2	-1.6
CC(C)N(CCCC(O)c1ccc(F)cc1)C(=O)c1cccs1 (stereo not drawn)	0.5	-2.5	18.6	-0.5
OCCN1CCN(CC(O)COc2ccc3ccccc3c2)CC1 (stereo not drawn)	0.1	5.5	-5.1	2.2
CC(=O)c1cccc(Nc2nc(-c3ccccn3)cs2)c1	-1.3	-33.3	11.4	-0.4
CNC(=O)Cn1c(=O)n(C)c2ccccc21	-0.1	10.0	-23.4	0.3
COc1ccc2nc(N(Cc3cccnc3)C(=O)CCc3ccccc3)sc2c1	0.1	-2.9	10.9	1.9
Cc1c(C)n(CC(O)CN2CCCCC2)c2ccccc12 (stereo not drawn)	0.1	6.9	37.4	-0.5
CCOc1c(CNCc2ccccn2)cccc1OC	-0.5	2.9	21.0	-0.2
Nc1c(C(=O)NCc2ccccc2)nnn1Cc1ccc(Cl)cc1	0.0	-4.8	-6.4	2.0
c1ccc2cc(NCn3nnc4ccccc43)ccc2c1	0.1	-7.6	3.6	-0.1
Cc1ccc(-c2c(C(=O)O)nnn2-c2nonc2N)cc1	0.2	9.3	3.4	2.1
O=C(NNc1ccccc1I)C(O)(c1ccccc1)c1ccccc1	0.2	-7.4	2.2	2.2
Cc1c(NC(=O)c2ccc(N3CCCCC3)c([N+](=O)[O-])c2)c(=O)n(-c2ccccc2)n1C	0.1	-4.1	-3.5	-0.3
CCOC(CCn1c(SCC(=O)N2CCN(c3ccccc3)CC2)nc2ccccc2c1=O)OCC	0.2	16.8	10.3	0.5
COC(=O)c1ccc(C)c(NC(=O)CN(c2ccc(F)cc2)S(C)(=O)=O)c1	0.1	2.0	-12.0	7.1*
CCN1C(=O)/C(=C/C2=Cc3ccccc3OC2)SC1=S	-0.1	3.7	-6.7	-1.6
CC(C)(C)C(=O)/C=C(\N)c1ccncc1	0.0	5.0	0.3	1.3
O=C(c1ccccc1F)N1CCN(c2ccc([N+](=O)[O-])c3ncccc23)CC1	0.0	3.7	0.6	0.0
COc1ccccc1N(CCOC(=O)c1ccccc1Br)S(=O)(=O)c1ccc(NC2=NS(=O)(=O)c3ccccc32)cc1	-0.2	-8.4	1.3	-1.2
CSc1cccc(NC(=S)N(Cc2ccccc2Cl)C2CCCC2)c1	0.0	-8.5	-6.6	0.2
CCOCCCNC(=O)c1ccc2c(c1)N(Cc1ccc(Cl)cc1)C(=O)CS2	0.1	2.6	16.2	0.6
CC(=O)N1CCN(S(=O)(=O)c2ccc(S(=O)(=O)NC3CC3)cc2)CC1	0.1	4.2	9.4	-0.9
COc1ccc(OC)c(NC(=O)c2cc3cc(Br)cc(OC)c3oc2=O)c1	-0.2	-1.8	0.9	1.5
COc1cc(CNc2cccc(C)c2)cc(OC)c1OC	0.0	15.4	55.3*	2.2
COc1ccccc1C(=O)Nc1cnc(NC(=O)c2ccccc2)cc1C	0.0	-42.5	-1.2	-0.2
CC1=NN(C(N)=S)C(=O)C1N=Nc1ccc(C)c(Br)c1 (stereo not drawn)	1.1	-20.3	0.7	-0.1
CC(C)(C)c1ccc(C2C(C#N)=C(N)N(c3sc4c(c3C#N)CCCC4)C3=C2C(=O)CCC3)s1 (stereo not drawn)	0.4	1.1	14.3	0.1
CCC(Sc1nncn1C)C(=O)Nc1nnc(C)s1 (stereo not drawn)	0.0	-6.1	-11.0	-1.1
Cc1cccn2c(CNCc3cc(C)n(C)n3)c(C(=O)N(C)CCc3ccccc3)nc12	0.2	-4.7	7.7	2.4
COC(CN(C)S(=O)(=O)c1ccc2[nH]cc(C=O)c2c1)OC	0.1	-3.5	-4.6	-0.4
COc1ccc(S(=O)(=O)Nc2ccccc2)cc1C(=O)NC1CCCCC1	-0.1	11.0	9.9	4.3
COc1cc(OC)c(NS(=O)(=O)c2cc3c(cc2Cl)NC(=O)CO3)cc1Cl	0.1	1.9	5.7	-2.7
O=C(c1cc([N+](=O)[O-])ccc1Cl)n1cnc2ccccc21	-0.1	13.1	19.6	0.1

Screens (PubChem BioAssay)
